# AmpC inh detg = qHTS Inhibitors of AmpC Beta-Lactamase (assay with detergent). P00811. hit rate 0.041% among 370,000. Potency, µM (titrated, usually from 114 µM), for the others: at the highest dose activity change, negative = inhibition, actives largely listed as inhibitors. AmpC hydrolysis of nitrocefin, absorbance 480 nm, 0.01% Triton. AID 485294, 2010;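 also: potency is read from the fitted curve at half-maximal effect; 0% = no-compound wells and -100% = no-enzyme wells; nearly all actives have a fitted effect of over 25% in size; some results filed as inactive show a strong effect at the top dose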
# Target sequence (P00811 whole entry, looked up): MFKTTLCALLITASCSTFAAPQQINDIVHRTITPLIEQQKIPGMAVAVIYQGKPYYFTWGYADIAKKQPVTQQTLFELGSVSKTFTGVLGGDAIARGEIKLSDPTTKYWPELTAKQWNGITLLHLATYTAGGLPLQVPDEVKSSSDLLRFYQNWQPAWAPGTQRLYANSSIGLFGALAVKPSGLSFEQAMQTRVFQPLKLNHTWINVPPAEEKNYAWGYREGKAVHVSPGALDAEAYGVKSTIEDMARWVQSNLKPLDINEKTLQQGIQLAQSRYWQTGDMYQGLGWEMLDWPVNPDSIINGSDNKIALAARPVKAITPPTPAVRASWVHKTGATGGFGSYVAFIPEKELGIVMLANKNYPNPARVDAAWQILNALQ
#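 20 mM phosphate pH 7.0 + 0.01% (detergent screen) or 0.0001% Triton X-100; 5.3 nM AmpC reagent; cpd preinc 15 min RT; nitrocefin (800 uM stock) to start; A480 q20 s × 4 min; Activity was normalised to no-enzyme and no-compound control wells.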
# HCMV inh = qHTS Assay for inhibitors of the human cytomegalovirus (HCMV); AID 1259415, 2018; activity change, negative = inhibition, % at 57.5 µM; hit rate 4.5% among 410,000; HFF cells, HCMV-luciferase reporter, 72 h; hits give low values; in the data active = activity change below about -60%; inconclusive = no clear call, values can overlap the other calls; inactive = above about -39%
#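 Steps: HFFs plated, 16 h 37C; compounds added; HCMV-luciferase added to MOI 1 PFU/cell; 72 h 37C; OneGlo reagent, 5 min room temperature; luminescence read, normalized to controls.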
# AmpC inh no detg = qHTS Inhibitors of AmpC Beta-Lactamase (assay without detergent) | P00811 | hit rate 0.52% among 330,000 | AmpC nitrocefin hydrolysis, absorbance 480 nm, 0.0001% Triton | Potency, µM (series often up to 57.1 µM), for inactives: at the top dose activity change, negative = inhibition, actives largely listed as inhibitors;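 also: potency is read from the fitted curve at half-maximal effect; plate controls were no compound for no effect and no enzyme for full effect; nearly all actives have a fitted effect of over 20% in size; some results filed as inactive show a strong effect at the top dose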
#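 AmpC (5.3 nM in the dispensed reagent) in 20 mM phosphate pH 7.0 with 0.01% (detergent screen) or 0.0001% Triton X-100 was preincubated with compounds for 15 min at room temperature. Nitrocefin was then added from an 800 uM solution, and hydrolysis was followed at 480 nm.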
# FBPA Giardia inh = qHTS Assay for Inhibitors of Fructose-1,6-bisphosphate Aldolase from Giardia Lamblia. purified Giardia FBPA. Potency, µM (top dose mostly 59.6 µM), for inactives: at the highest dose activity, negative = inhibition, actives largely listed as inhibitors. hit rate 0.71% among 290,000; also: potency is read from the fitted curve at half-maximal effect; nearly all actives have a fitted effect of over 55% in size
# Target sequence (A8B2U2 whole entry, looked up): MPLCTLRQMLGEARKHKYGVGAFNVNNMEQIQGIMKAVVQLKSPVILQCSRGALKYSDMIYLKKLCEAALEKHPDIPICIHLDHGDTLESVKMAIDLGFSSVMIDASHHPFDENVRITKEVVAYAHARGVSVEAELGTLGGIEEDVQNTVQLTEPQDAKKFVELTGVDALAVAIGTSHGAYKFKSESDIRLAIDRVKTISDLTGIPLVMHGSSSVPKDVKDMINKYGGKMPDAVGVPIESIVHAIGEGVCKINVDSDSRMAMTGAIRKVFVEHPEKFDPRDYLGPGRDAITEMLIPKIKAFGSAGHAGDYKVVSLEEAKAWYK
#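 Giardia FBPA (40 nM reagent) was preincubated 10 min at RT with compound (up to 57.5 uM final), then substrate plus GAPDH/TPI/NAD/arsenate coupling system with diaphorase/resazurin was added; resorufin fluorescence (525/598 nm) was read after 20 min.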
# Sm TGR block = qHTS Assay for the Inhibitors of Schistosoma Mansoni Peroxiredoxins; Schistosoma mansoni thioredoxin glutathione reductase (TGR), Q962Y6; purified TGR, DTNB reduction, TNB absorbance 405 nm; Potency, µM (doses to about 114 µM), for the others: top-dose activity change, negative = inhibition, hits mostly inhibitors; hit rate 3% among 360,000; AID 485364, 2010; also: potency is read from the fitted curve at half-maximal effect; nearly all actives have a fitted effect of over 60% in size
#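 TGR 20 nM + NADPH 100 uM (dispensed conc.), cpd preinc 15 min RT; start with NADPH (500 uM addition) then DTNB (15 mM addition). Kinetic TNB absorbance, 405 nm filter. Four-parameter Hill fit across titration.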
# HCV inhibitor = qHTS Assay for Inhibitors of Hepatitis C Virus (HCV); Huh7.5.1 HCVcc-Cre infection, luciferase reporter, 44 h; Potency, µM (titrated, usually from 41.8 µM), for inactives: top-dose activity change, negative = inhibition, hits mostly inhibitors; hit rate 3.4% among 340,000; AID 651820, 2012; also: potency is read from the fitted curve at half-maximal effect
#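 Antiviral activity was scored by luciferase reporter output from cells infected with HCVcc-Cre (~0.5 moi) in presence of compound, 44 h infection period, cells seeded 1,000/well 4 h prior.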
# The depositor's hits bear a star; ? = inconclusive; . = not tested or not shown; & = joins results of further samples; [ ] = dose if it differs, or a comment. Unless noted, calls follow the shape of the dose curve; as a rule, active = well fitted curve in the direction sought with a large enough effect; inconclusive = small, poorly fitted or top-dose-only effect, or another doubt; inactive = no such curve, though single readings can be large; an effect the other way counts as inactive or inconclusive. Unless noted, % is scaled to controls: 0 for no effect and ±100 for the full control effect.
1. Cc1cc2c(cc1S(=O)(=O)NCc1ccccc1)NC(=O)CO2
2. O=C1C(=O)N(CCN2CCOCC2)C(c2ccccn2)/C1=C(/O)c1ccccc1 (centres undefined)
3. COc1cccc(CNC(=O)c2ccc(-c3nc(COc4ccccc4)c(C)o3)cc2)c1
4. CC(C)N(C(=O)c1ccc(-c2ccccc2F)cc1)C(C)C
5. c1ccc2c(c1)nc1n2CCS1
6. Cc1cccc(-n2[nH]c3c4c(ccc3c2=O)C(=O)c2ccccc2C4=O)c1
Screen / compound no.	1	2	3	4	5	6
AmpC inh detg	?	-5%	14%	3%	-13%	-17%
HCMV inh	-23	-3	-2	?	-4	-28
AmpC inh no detg	?	37%	.	3%	-41%	-34%
FBPA Giardia inh	.	?	.	7%	-5%	-19%
Sm TGR block	-1%	?	4%	0%	7%	-18%
HCV inhibitor	-1%	2%	.	-4%	3%	?

7. CNc1nc2c(c(=O)[nH]c(=O)n2C)n1CCCc1ccccc1
8. O=C1CN(C(=O)COc2ccc(Cl)cc2Cl)C(c2ccc(F)cc2)c2cc(F)ccc2N1 (centres undefined)
9. O=C(NCC(=O)N(Cc1ccco1)C(C(=O)NC1CCCCC1)c1cccnc1)c1cccs1 (centres undefined)
10. CC(C)CC(NC(=O)c1ccc(Cl)cc1)C(=O)O (centres undefined)
11. CCn1c2ccc(F)cc2c2nnc(SCCN3CCOCC3)nc21
12. COc1ccccc1NC(=O)C(C)Sc1nc2ccccc2c(=O)n1CC1CCCO1 (centres undefined)
Screen / compound no.	7	8	9	10	11	12
AmpC inh detg	-1%	-7%	-8%	?	1%	?
HCMV inh	87	17	18	-5	-16	-38
AmpC inh no detg	-11%	.	-6%	-15%	8%	-6%
FBPA Giardia inh	0%	.	-4%	7%	14%	.
Sm TGR block	-4%	-10%	-12%	-21%	0%	0%
HCV inhibitor	-7%	.	0%	22%	-25%	?

13. CC(=O)c1cccc(NC(=S)N2CCN(S(=O)(=O)c3ccccc3)CC2)c1
14. O=C(COC(=O)CCCC1=NS(=O)(=O)c2ccccc2N1)Nc1ccccc1
15. CCC1=NN2C(=N)/C(=C\c3ccc(OCCOc4ccccc4OC)cc3)C(=O)N=C2S1
16. COc1ccc(CCNC(=O)C(=O)N2CCCCC2)cc1OC
17. CCOP(=O)(OCC)C(NC(=O)Nc1ccc(Cl)cc1)C(=O)N(CC)CC (centres undefined)
18. COc1ccccc1N1CCN(C/C(O)=C(\C#N)c2nc(-c3ccccc3)cs2)CC1
Screen / compound no.	13	14	15	16	17	18
AmpC inh detg	1%	3%	-12%	-4%	?	1%
HCMV inh	-24	-5	-14	-3	22	42
AmpC inh no detg	-26%	-13%	-24%	-16%	63%[activator]	10%
FBPA Giardia inh	-1%	.	5%	6%	1%	-12%
Sm TGR block	?	9%	0%	0%	-5%	13%
HCV inhibitor	.	10%	6%	-5%	0%	13%&5%

19. CC(C)CC1CC(=O)OC1(C)C(=O)CSc1nc2ccccc2s1 (centres undefined)
20. CCOc1cc(C)cc2oc(=O)cc(-c3ccccc3)c12
21. c1ccc(CSc2nnnn2-c2cccc3ccccc23)nc1
22. CCCc1nn2c(=O)cc(COC(=O)c3ccc4c(c3)OCO4)nc2s1
23. O=S(=O)(c1ccc2nc(Nc3cccc(F)c3)ccc2c1)N1CCCC1
24. COc1cc(NC(=O)CC2C(=O)N(c3cccc(C)c3)C(=O)N2Cc2ccco2)cc(OC)c1 (centres undefined)
Screen / compound no.	19	20	21	22	23	24
AmpC inh detg	-5%	?	-9%	19%	3%	2%
HCMV inh	84	1	3	11	-2	-32
AmpC inh no detg	-22%	-22%	-2%	.	.	.
FBPA Giardia inh	.	-2%	11%	.	.	.
Sm TGR block	-15%	2%	1%	7%	6%	50µM*
HCV inhibitor	14%	?	18%	.	.	.

25. Cn1c(CN2CCCC2)nc2cc(NC(=O)Nc3ccccc3)ccc21
26. CCN(CC)C(=O)COc1ccc2c(c1)C(=O)CC(C)(C)O2
27. CCCCCCCCc1nc(SC(C)C(=O)O)n[nH]1 (centres undefined)
28. COc1ccc(CCNC(=O)c2c(C)noc2C)cc1
29. O=C(NC(=S)Nc1cccc(F)c1)c1cccc([N+](=O)[O-])c1
30. O=[N+]([O-])c1cccc(S(=O)(=O)N2CCc3ccccc3C2)c1
Screen / compound no.	25	26	27	28	29	30
AmpC inh detg	?	-5%	4%	-9%	-7%	3%
HCMV inh	85	3	-7	-7	52	-26
AmpC inh no detg	-7%	-9%	-28%	-5%	-28%	-13%
FBPA Giardia inh	-3%	0%	24%	13%	?	5%
Sm TGR block	-14%	1%	5%	-15%	20µM*	8%
HCV inhibitor	3%	28%	12%	-4%	-21%	-5%

31. O=C(COc1ccc(Cl)cc1)Nc1ccc(-c2nc3cc(Cl)ccc3o2)c(O)c1
32. Cc1ccc(C(=O)NCCc2c[nH]c3ccccc23)s1
33. CCOc1ccccc1NC(=O)/C(C#N)=C/c1c(C)nn(-c2ccc(F)cc2)c1Cl
34. c1ccc2sc(N3CCN(Cc4nnnn4CC4CCCO4)CC3)nc2c1 (centres undefined)
35. CC1CCc2onc(C(=O)N3CCN(c4ccc(F)cc4)CC3)c2C1 (centres undefined)
36. O=C(Cn1cc(C(F)(F)F)ccc1=O)Nc1ccccc1
Screen / compound no.	31	32	33	34	35	36
AmpC inh detg	14%	-1%	1%	-8%	4%	2%
HCMV inh	72	28	-10	-24	-39	4
AmpC inh no detg	.	-32%	-29%	65%[activator]	.	-9%
FBPA Giardia inh	.	.	3%	-2%	.	0%
Sm TGR block	7%	2%	5%	-25%	0%	0%
HCV inhibitor	.	?	9%	-15%	.	5%

37. CC(CNC(=O)CN1C(=O)NC2(CCOc3ccccc32)C1=O)c1ccccc1 (centres undefined)
38. COC(=O)c1ccccc1NS(=O)(=O)c1ccc2[nH]c(=O)[nH]c2c1
39. COC(=O)N1CC(c2ccccc2)CC1=O (centres undefined)
40. Cc1ccc(NC(=O)CN2C(=O)COc3ccc(S(=O)(=O)NC4CCCC4)cc32)c(Cl)c1
41. C/C(CC(=O)Nc1cc(C)ccn1)=N\NC(=O)c1ccc(C)cc1
42. CCc1ccc(OCC(=O)N(Cc2ccco2)Cc2ccccc2Cl)cc1
Screen / compound no.	37	38	39	40	41	42
AmpC inh detg	1%	-1%	?	13%	0%	23%
HCMV inh	0	0	-37	1	17	?
AmpC inh no detg	-10%	-10%	-12%	.	-32%	.
FBPA Giardia inh	.	-2%	3%	.	-7%	.
Sm TGR block	-9%	-5%	0%	2%	0%[57.1 µM]	4%
HCV inhibitor	-14%	?	2%	.	13%	.

43. CC(CCc1ccccc1)NC(=O)CN1C(=O)NC2(CCCCC2C)C1=O (centres undefined)
44. CN(c1ccccc1)S(=O)(=O)c1ccc(C(=O)Nc2ncccc2O)cc1
45. Cc1noc(C)c1S(=O)(=O)Nc1ccc(C(=O)N2CCN(c3cccc(Cl)c3)CC2)cc1
46. CCOC(=O)C1(Cc2ccccc2)CCCN(Cc2ccc(OCC)c(CO)c2)C1 (centres undefined)
47. COc1ccc2nc(SCC(=O)NN)cc(C)c2c1
48. CC(=O)c1ccc(OCc2cc(C(=O)NCCN3CCCC(O)C3)no2)cc1 (centres undefined)
Screen / compound no.	43	44	45	46	47	48
AmpC inh detg	4%	-19%	-12%	2%	?	-5%
HCMV inh	-7	.	-36	35	-15	-27
AmpC inh no detg	0%	-27%	-10%	95%[activator]	-48%	-27%
FBPA Giardia inh	.	.	15%	0%	-5%	.
Sm TGR block	2%	?	2%	0%	-23%	-13%
HCV inhibitor	-1%	16%	4%	2%	10%	3%

# Exported with tabs: part of the list above
cpd	SMILES	AmpC inh detg	HCMV inh	AmpC inh no detg	FBPA Giardia inh	Sm TGR block	HCV inhibitor
5	c1ccc2c(c1)nc1n2CCS1	-13%	-4	-41%	-5%	7%	3%
31	O=C(COc1ccc(Cl)cc1)Nc1ccc(-c2nc3cc(Cl)ccc3o2)c(O)c1	14%	72	.	.	7%	.
36	O=C(Cn1cc(C(F)(F)F)ccc1=O)Nc1ccccc1	2%	4	-9%	0%	0%	5%

# (listing goes on)
49. CC(=O)C1=C(O)C(=O)N(CCC(=O)O)C1c1ccc(Cl)cc1Cl (centres undefined)
50. CC1CCCCN1Cc1cccnc1 (centres undefined)
51. Cc1cccc(NC(=O)c2c(C)cc(C)nc2SCC(=O)Nc2c(C)cc(C)cc2C)c1
52. COc1ccc(C(=O)Nc2c(Cl)cc(Cl)cc2C(=O)N2CCOCC2)cc1
53. CCN(CC)CCn1c2c(c(SCC(=O)Nc3nccs3)nc1=O)CCCC2
54. Cc1ccc(C)c(NC(=O)CN(C)C(=O)c2cc3c(s2)CCCCC3)c1
Screen / compound no.	49	50	51	52	53	54
AmpC inh detg	-5%	?	2%	-8%	?	?
HCMV inh	15	12	-6	-9	-4	-21
AmpC inh no detg	0%	-2%	.	-13%	-6%	-19%
FBPA Giardia inh	-29%	?	.	-1%	.	.
Sm TGR block	0%	-7%	-4%	28%	3%	-1%
HCV inhibitor	6%	10%	.	4%	-2%	-3%

55. CCOC(=O)c1ccc2c(c1)nc(SCC(=O)NC(C)C)n2CC
56. COc1ccc(-c2csc(NC(=O)C3=COCCO3)n2)cc1OC
57. CCCc1cc(=O)n2[nH]c(-c3ccco3)nc2n1
58. Cc1cc(C(=O)NNC(=O)c2ccc(C)s2)c(C)o1
59. COc1cccc(C(=O)N(C)CC(=O)Nc2ccc(F)c(F)c2F)c1
60. O=C(c1ccccc1Cl)N1CCC(c2nc3c(nnn3Cc3ccco3)c(=O)[nH]2)CC1
Screen / compound no.	55	56	57	58	59	60
AmpC inh detg	?	-6%	2%	-3%	0%	?
HCMV inh	22	47	24	8	-15	-39
AmpC inh no detg	6%	29%	-18%	-1%	-6%	2%
FBPA Giardia inh	-2%	.	-14%	.	-2%	7%
Sm TGR block	1%	3%	-7%	0%	-29%	-9%
HCV inhibitor	?	?	-14%	-22%	11%	4%

61. Cc1ccc2c(c1)N(CC(=O)N1CCN(c3nc4ccccc4s3)CC1)C(=O)C(C)O2 (centres undefined)
62. Cc1ccc(CNC(=O)Nc2ccccc2)c(C)c1
63. CCOC(=O)c1ccc2c(c1)N(CC)C(=O)c1ccccc1S2
64. CCCn1c(N)c(N(CCOC)C(=O)/C=C/c2ccc(C(=O)OC)cc2)c(=O)[nH]c1=O
65. Cc1c(NC(=S)N/N=C/c2ccc(O)cc2)c(=O)n(-c2ccccc2)n1C
Screen / compound no.	61	62	63	64	65
AmpC inh detg	?	-9%	2%	1%	-12%
HCMV inh	?	32	.	-5	-1
AmpC inh no detg	11%	-37%	35%	-7%[11.4 µM]	-18%
FBPA Giardia inh	0%	-4%	-10%	4%	-12%
Sm TGR block	-6%	-11%	-2%	-8%	2%
HCV inhibitor	?	?	-12%	6%	-10%

# Assay outcomes from PubChem BioAssay.
